Assay outcomes (PubChem BioAssay)
EP2 antag – EP2 receptor (human) inhibition | P43116 | C6 glioma cells expressing human EP2, cAMP TR-FRET; cells stimulated with saturating PGE2 | inhibition, % at 25 µM | 260,000 compounds, 0.52% hits;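 active = percent inhibition above 40 after rounding to a whole number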;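 note: rat C6 glioma host cells with rolipram phosphodiesterase inhibitor present; the protocol text gives 20 µM as final concentration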
Target sequence (P43116 whole entry, looked up): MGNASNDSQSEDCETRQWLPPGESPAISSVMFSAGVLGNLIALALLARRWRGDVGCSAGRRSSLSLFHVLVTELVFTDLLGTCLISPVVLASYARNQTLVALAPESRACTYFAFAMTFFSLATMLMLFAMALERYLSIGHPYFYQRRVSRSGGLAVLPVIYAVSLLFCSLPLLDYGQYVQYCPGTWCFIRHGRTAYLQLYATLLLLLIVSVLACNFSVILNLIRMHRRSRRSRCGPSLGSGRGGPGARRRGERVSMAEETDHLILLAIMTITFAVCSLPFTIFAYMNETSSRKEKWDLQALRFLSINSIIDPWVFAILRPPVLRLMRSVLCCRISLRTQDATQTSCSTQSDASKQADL
Tb hexokinase – blocks Trypanosoma brucei hexokinase 1 activity. inhibition, % at 10 µM. AID 1430. 220,000 compounds, 0.11% hits. recombinant TbHK1, G6PDH-coupled NADH A340;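 active = inhibition of 50% or more in the single-dose primary screen; inactive = inhibition below 50%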
CHOP inhibitor – inhibitors of CHOP induction in ER stress response | 220,000 compounds, 3.8% hits | inhibition, % at 10 µM | CHO-K1 CHOP-promoter luciferase, tunicamycin-induced, 15-18 h;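 active = compounds that reduced the stress-induced luciferase reporter signal by more than about 70% of percent inhibition, limit read from the data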;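 note: 0% = tunicamycin plus vehicle and 100% = wells without tunicamycin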
Wee1 degr inh – human Wee1 degradation inhibition, primary screen; 220,000 compounds, 1.2% hits; HeLa Luc-Wee1K328M stability, luciferase luminescence; 100% = proteasome inhibitor MG132 effect; P30291; reporter increase, % at 5 µM;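 active = activation above the mean of all tested compounds plus 3 SD, set per screening run, cut at about 8.8% in these data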;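 note: cells exposed to compound for 20 h before luminescence read; 0% = DMSO alone and 100% = MG132 at 30 µM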
FXIa inh 1536 – blocks human coagulation factor XIa protease activity. P03951. purified FXIa, Boc-Glu-Ala-Arg-AMC fluorogenic substrate. inhibition, % at 5 µM. 220,000 compounds, 0.14% hits;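 active = inhibition of at least 40%; inactive = inhibition below 40%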;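 note: fluorescence of freed AMC excited at 355 nm; 0% = enzyme without compound and 100% = no enzyme blank; many of its hits are not listed in these tables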
Target sequence (P03951 19-387 limits assumed): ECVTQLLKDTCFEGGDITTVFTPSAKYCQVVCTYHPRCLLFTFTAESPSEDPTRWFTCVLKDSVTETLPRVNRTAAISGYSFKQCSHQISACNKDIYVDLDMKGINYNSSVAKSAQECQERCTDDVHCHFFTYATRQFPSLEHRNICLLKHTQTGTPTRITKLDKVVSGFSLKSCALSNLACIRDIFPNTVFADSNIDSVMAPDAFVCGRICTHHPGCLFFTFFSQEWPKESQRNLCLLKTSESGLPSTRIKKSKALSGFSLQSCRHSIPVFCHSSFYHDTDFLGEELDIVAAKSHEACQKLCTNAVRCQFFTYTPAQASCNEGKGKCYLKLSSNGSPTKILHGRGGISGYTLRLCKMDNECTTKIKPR
Target sequence (P03951 388-625 limits assumed): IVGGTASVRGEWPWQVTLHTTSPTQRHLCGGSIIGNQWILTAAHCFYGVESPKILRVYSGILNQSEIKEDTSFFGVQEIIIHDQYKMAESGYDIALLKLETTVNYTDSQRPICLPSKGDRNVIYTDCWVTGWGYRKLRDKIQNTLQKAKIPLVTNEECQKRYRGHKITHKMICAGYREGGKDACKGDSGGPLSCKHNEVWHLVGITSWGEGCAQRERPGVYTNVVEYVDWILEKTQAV
L929 necroptosis – blocks zVAD induced death of L929 cells; 220,000 compounds, 0.38% hits; L929 zVAD necroptosis rescue, ATP luminescence, 24 h; with zVAD 60 µM; AID 1377; viability rescue, % at 10 µM;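 active = activation, scaled between plate controls, above about 75%, limit read from the data; inactive = activation under that limit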;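 note: 0% = zVAD with DMSO and 100% = DMSO alone without zVAD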
FXIIa inh – inhibitors of human coagulation factor XIIa | P00748 | purified FXIIa, Boc-QGR-AMC fluorogenic substrate, 2 h | inhibition, % at 5 µM | 220,000 compounds, 0.3% hits | AID 800; in the data active = inhibition above about 40%;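 note: 0% = enzyme with no compound and 100% = blank without enzyme; many of its hits are not listed in these tables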
PPC-1+TRAIL kill – compounds killing PPC-1 cancer cells with TRAIL present (potentiator screen, no TRAIL-free arm). cell killing (% activity), % at 4 µM. AID 1443. PPC-1 cells + TRAIL, ATPLite viability luminescence. 220,000 compounds, 0.41% hits;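 active = cell killing above 50% in the first pass at 4 µM, then a duplicate retest at 5 µM averaging 50% or more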;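 note: plate controls were cells with TRAIL plus DMSO for no effect and medium-only wells lacking cells for full effect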
TNF death inh – blocks TNF-alpha induced death of Jurkat FADD-/- cells | Jurkat FADD-/- TNF necroptosis rescue, ATP luminescence, 24 h; 0 = TNF only, 100 = no-TNF cells | activation (protection from cell death), % at 10 µM | 220,000 compounds, 0.068% hits | AID 463075;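 active = activation, meaning protection from cell death, of at least 50% relative to plate controls; inactive = activation below 50%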;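 note: necroptosis triggered by 40 ng/mL TNF-alpha added together with compound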
Numbers without * were called inactive; x = not tested or not shown; & = joins results of further samples; [ ] = remark or other dose. These rows are one share of the data. The share of hits here may be higher or lower than overall.

SMILES	EP2 antag	Tb hexokinase	CHOP inhibitor	Wee1 degr inh	FXIa inh 1536	L929 necroptosis	FXIIa inh	PPC-1+TRAIL kill	TNF death inh
Cc1ccc(S(=O)(=O)N2CCOCC2)c(C)c1NS(C)(=O)=O	8	29	3	-3	-2	0.4	0	6	0.4
Cc1nnsc1C(=O)NC1CCCCC1	9	5	1	-1	-3	0.0	13	-18	0.6
Cc1nc2ccccn2c1C(=O)Nc1ccc(Cl)cc1	1	-1	17	-1	-2	3.2	6	11	1.4
COc1ccc(-c2nnc(CSc3nc4ccccc4c(=O)n3CC(C)C)o2)cc1OC	6	-11	2	-2	8	1.5	15	23	-0.2
Cc1nn(Cc2ccc(Cl)cc2Cl)c(C)c1NC(=O)NC12CC3CC(CC(C3)C1)C2	8	4	2	0	7	0.4	16	12	-0.3
c1ccc(-c2noc(-c3cccnc3)n2)nc1	12	0	-14	0	6	-1.0	4	10	-3.8
CCCCc1ccc(-c2csc(/C(C#N)=C\c3ccco3)n2)cc1	12	28	21	3	8	0.8	15	14	1.9
CSc1ccc(C(=S)N2CCN(Cc3ccccc3)CC2)cc1	8	-3	44	-3	-1	-0.4	15	4	1.4
Cc1nn2c3cc(N4CCOCC4)ccc3nc2c2ccccc12	6	0	x	2	x	0.5	x	x	-3.8
O=C(COC(=O)/C=C/c1ccco1)NCCc1ccccc1	6	-8	-2	1	-1	1.9	-6	31	0.7
O=C(CCC(=O)c1ccccc1)NCCOc1ccccc1	9	-7	7	4	-3	0.1	1	-11	0.0
CCOC(=O)Nc1ccc2c(c1)N(C(=O)CN1CCN3CCCC3C1)c1ccccc1CC2 (stereo unspecified)	0	2	18	2	2	0.0	14	-1	0.0
C[C@H](N)c1nnc(SCc2ccc(Cl)cc2Cl)o1	2	4	54	1	-1	0.7	10	8	2.0
COc1ccc(-c2ccc(C#N)c(SCC(=O)Nc3sc4c(c3C#N)CCC4)n2)cc1	10	-10	23	-2	8	-0.1	22	14	2.7
C/C(=N/NS(=O)(=O)c1ccc(C)cc1)c1ccc(NC(=O)C(F)(F)F)cc1	12	-7	-2	3	-2	0.2	7	12	1.6
COCCN(C(=S)Nc1ccc(C)cc1C)C(C)c1ccco1 (stereo unspecified)	9	-1	17	2	-4	-1.0	3	8	0.1
Cc1ccc(N2C(=O)CC(SCC(=O)Nc3ccc(S(N)(=O)=O)cc3)C2=O)cc1 (stereo unspecified)	3	2	-14	-2	4	-0.6	12	5	-0.3
CCOC(=O)CSc1ncnc2c1cnn2-c1ccc(C)cc1	6	-2	31	-1	2	-0.1	13	28[5 µM]	-0.4
CC(C)c1nc(C#N)c(NN)o1	21	-1	-7	-3	-3	0.6	2	15	0.2
COCn1c(COc2ccccc2)nc2ccccc21	3	0	35	-1	-6	-0.2	-4	11	1.1
COc1ccccc1-c1cc(C(=O)N/N=C/C=C/c2ccccc2[N+](=O)[O-])c2ccccc2n1	18	-37	27	1	1	0.1	11	11	-2.2
OCC1(Cc2ccc(Cl)cc2)CCN(CC2CC=CCC2)CC1 (stereo unspecified)	2	5	21	0	-3	2.0	3	1	3.9
CCOc1ccc2nc(N3CCCC(C(=O)N4CCN(CC)CC4)C3)sc2c1 (stereo unspecified)	15	-3	-13	-1	10	-0.2	11	40	-0.4
COC(=O)CSc1nn(-c2ccc(F)cc2)c(=S)s1	3	-6	-37	2	-4	1.2	4	19	1.9
CC(C)CC(=O)NC1(C(F)(F)F)NC(=O)N(c2ccccc2)C1=O (stereo unspecified)	6	1	-10	2	2	-0.7	11	31	-0.8
CCNC(=O)COc1cccc2ccccc12	1	-1	1	0	1	-0.3	-7	8	-1.7
CC(O)CNCCCOc1ccccc1OCc1ccccc1 (stereo unspecified)	2	2	6	0	-2	0.0	9	2	2.5
CCCCCCCCC(=O)NNC(=O)c1c(O)c2ccccc2n(CCC)c1=O	4	-1	34	-2	-2	5.5	7	18	0.7
O=C1CCCCC/C1=N/Nc1ccc(OCc2ccccc2)cc1	8	-7	11	5	3	-0.8	6	1	1.5
Cn1ccnc1SCC(=O)N(C1CCCCC1)C1CCCCC1	9	2	24	-2	-3	0.0	-1	0	-0.4
COc1cccc(SCC2(O)CCN(C(=O)c3ccc(Cl)cc3)CC2)c1	9	2	4	6	0	2.2	-2	2	1.5
COc1cccc(Nc2nc(N)c([N+](=O)[O-])c(NCc3ccco3)n2)c1	2	-22	39	-1	1	-0.4	0	-6	-6.9
Cn1c(=O)oc2cc(S(=O)(=O)N3CCC(C(=O)NCCc4ccccc4)CC3)ccc21	8	-2	4	0	0	0.2	6	5	2.4
CC(C)COc1nc2c(c(=O)n(C)c(=O)n2C)n1C	12	-6	5	0	3	1.2	6	6	2.5
O=C(Nc1ccc2c(c1)OCCO2)c1ccc(Cl)c(S(=O)(=O)N2CCCCC2)c1	6	-1	63	-3	4	0.4	13	15	-3.1
O=C(c1ccc2c3c(cccc13)CC2)C1CCCN(Cc2cccnc2)C1 (stereo unspecified)	5	-9	14	-1	-5	-0.8	9	0	2.9
C=CCn1c(SCC(=O)Nc2ccccc2OC)nc(O)c(CC)c1=O	1	-3	19	-1	3	-0.1	7	-1	-3.8
Cc1ccc(-c2nc3ncccn3c2Nc2ccccc2C)o1	15	-14	-20	-2	-4	3.0	15	13	-1.6
CN(C)S(=O)(=O)Nc1ccccc1C(N)=O	11	1	-1	0	2	-0.6	13	3	-1.5
Cc1ccc(OC(C)C(=O)Nc2ccc(C)c(S(=O)(=O)Nc3ccc(C)cc3C)c2)cc1 (stereo unspecified)	10	2	41	0	8	0.4	10	17	1.5

Random excerpt: three records from the list
SMILES	EP2 antag	Tb hexokinase	CHOP inhibitor	Wee1 degr inh	FXIa inh 1536	L929 necroptosis	FXIIa inh	PPC-1+TRAIL kill	TNF death inh
O=C(c1ccc2c3c(cccc13)CC2)C1CCCN(Cc2cccnc2)C1 (stereo unspecified)	5	-9	14	-1	-5	-0.8	9	0	2.9
CC(C)COc1nc2c(c(=O)n(C)c(=O)n2C)n1C	12	-6	5	0	3	1.2	6	6	2.5
CCNC(=O)COc1cccc2ccccc12	1	-1	1	0	1	-0.3	-7	8	-1.7

Next part.
SMILES	EP2 antag	Tb hexokinase	CHOP inhibitor	Wee1 degr inh	FXIa inh 1536	L929 necroptosis	FXIIa inh	PPC-1+TRAIL kill	TNF death inh
O=C(N/N=C/c1ccc(O)cc1)c1nc(-c2ccccc2)n(-c2ccccc2)n1	13	31	10	2	6	0.7	10	21	2.4
N#C/C(=C\c1ccco1)C(=O)NCC1CCCO1 (stereo unspecified)	8	-32	42	3	13	-0.3	13	7	1.7
Cc1csc(NC(=O)CSc2nncc(=O)n2N)n1	7	3	3	3	5	-1.4	8	13	0.0
CCOc1ccc(-n2cc(-c3ccccc3)c3c(=O)[nH]cnc32)cc1	10	-1	33	3	6	0.7	11	8	-1.3
Cc1ccc(-n2c(O)c(C=Nc3ccc(S(=O)(=O)Nc4ncccn4)cc3)c3ccccc3c2=O)cc1C	6	-8	30	-2	3	-0.7	11	8	-1.3
COc1ccc(NC(=O)Nc2ccc3c(c2)N(C)C(=O)CS3)cc1Cl	35	3	63	0	-4	0.5	16	9	-6.1
CN(C(=O)COc1ccc([N+](=O)[O-])cc1)C1CCS(=O)(=O)C1 (stereo unspecified)	5	-18	-5	-3	0	0.7	4	0	0.4
Cc1cccn2c(CN(C)CCC3CCCCO3)c(C(=O)N3CCCCC3)nc12 (stereo unspecified)	6	-3	0	2	-2	-0.1	3	5	-0.8
COc1ccc(N2CCN(C(=O)COc3ccccc3)CC2)cc1	6	4	43	7	4	0.9	-7	-12	0.4
CC(C)c1ccc(NC(=O)NC2CC3CCC(C2)N3Cc2cccs2)cc1 (stereo unspecified)	18&3	4	34	2	-2	1.3	5	-1	1.0
O=S1(=O)CCN2C(c3cccc4ccccc34)=CSC2=N1	5	4	10	-2	-1	1.4	5	11	-1.3
N#C/C(=C\C1=C(N2CCOCC2)C(=C/c2cccc([N+](=O)[O-])c2)/CC1)C(=O)Nc1ccccc1F	8	-1	4	-1	-1	x	10	2	-4.8
O=C(O)CN1C(=O)SC(Nc2ccccc2)C1=O (stereo unspecified)	11	3	12	-1	-3	-0.1	2	17	2.2
O=C(c1cccc(F)c1)N1CCC(N2CCCCCC2)CC1	9	-4	1	0	-3	-0.9	-1	10	-0.3
CNC(=O)c1cc2cc(OC)ccc2oc1=N	9	-2	-5	-2	3	2.7	6	1	-2.7
Cc1cccc(OCC(O)Cn2c(=N)n(Cc3ccccc3)c3ccccc32)c1 (stereo unspecified)	11	15	35	0	-1	17	2	16	-13
COc1cc(C2NC(C(=O)O)CS2)ccc1OCc1ccccc1C#N (stereo unspecified)	12	-8	31	3	2	4.8	12	-16	-0.7
Cc1cc(C)n2cc(CSc3nnnn3C)nc2n1	-2	-7	-16	-3	-11	0.1	-10	2	0.1
c1ccc(OCCN2C3=NCCN3c3ccccc32)cc1	9	2	-3	-1	5	-0.7	22	2	1.3
O=C(CC(Nc1ccccc1Cl)C(=O)OCC(=O)c1cccs1)c1ccccc1 (stereo unspecified)	8	5	28	4	1	0.0	17	22	-3.6
O=S(=O)(c1ccc2nc(Cc3cccc(C(F)(F)F)c3)[nH]c2c1)N1CCOCC1	12	-16	-2	0	6	1.4	12	0	3.2
COc1ccccc1CN1CCNC(=O)C1CC(=O)O (stereo unspecified)	18	-3	-4	-1	-1	3.2	12	x	-0.6
CCOC(=O)CNC(=O)c1cc(C)oc1C	7	0	8	1	-5	0.1	-3	1	-1.3
O=C(NCCCNc1ccc(C(F)(F)F)cc1[N+](=O)[O-])c1ccc(F)cc1	12	-3	18	-1	14	0.0	11	8	2.3
CC(=O)c1ccc(N/N=C(/C(N)=O)C2=NC(C)(C)Cc3ccccc32)cc1	9	-17	19	-1	3	74	2	6	-12
CC(C)CC(=O)Nc1nc2ccc(S(C)(=O)=O)cc2s1	6	0	17	-1	0	81*	10	9	-5.4
O=C(O)CN(c1ccccc1)C1SC(=O)NC1=O (stereo unspecified)	9	-5	9	0	-4	0.6	7	23	0.0
CCCCOC(=O)c1ccc(NC(=O)Nc2ccc(OC)c(OC)c2)cc1	4	-16	83*	-3	-2	1.0	-5	15	1.8
Cc1ccc(Cl)cc1N1CCN(CC(=O)NC2CCCc3ccccc32)CC1 (stereo unspecified)	6	-1	27	-1	5	1.5	8	-2	3.2
c1ccc(-c2nccc(-c3ccco3)n2)nc1	12	-3	-19	3	0	0.5	-4	7	-0.1
COc1ccc(N(CC(=O)N/N=C(\C)c2cccs2)S(=O)(=O)c2ccccc2)cc1Cl	8	0	38	-2	-8	1.1	4	7	0.3
O=C(CN1C(=O)c2cccc3cccc1c23)Nc1ccccc1	6	-8	18	-2	3	0.8	1	0	0.3
CCOC(=O)C1CCN(C(=O)c2ccc3c(SCC(=O)O)c4c(nc3c2)CCCC4)CC1	8	-6	17	-1	-7	5.6	5	16	1.1
O=C(CSc1nnc2ccc(-c3ccccn3)nn12)NCC1CCCO1 (stereo unspecified)	4	-3	13	1	-6	0.9	-3	14	-0.9

A stretch of the results above, for reference:
SMILES	EP2 antag	Tb hexokinase	CHOP inhibitor	Wee1 degr inh	FXIa inh 1536	L929 necroptosis	FXIIa inh	PPC-1+TRAIL kill	TNF death inh
CCOC(=O)C1CCN(C(=O)c2ccc3c(SCC(=O)O)c4c(nc3c2)CCCC4)CC1	8	-6	17	-1	-7	5.6	5	16	1.1
O=C(CSc1nnc2ccc(-c3ccccn3)nn12)NCC1CCCO1 (stereo unspecified)	4	-3	13	1	-6	0.9	-3	14	-0.9
